CXCR6 block = inhibitors of human CXCR6 receptor | O00574 | CHO-K1 PathHunter CXCR6 beta-arrestin, luminescence | hit rate 0.36% among 360,000 | AID 602244 | inhibition, % at 20 µM; in the data active means inhibition above about 34%, passing the limit was not always enough;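 further: antagonist mode with CXCL16 agonist at 10 nM final; 0% = 10 nM CXCL16 with DMSO and 100% = unstimulated wells without agonist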
Target sequence (O00574 whole entry, looked up): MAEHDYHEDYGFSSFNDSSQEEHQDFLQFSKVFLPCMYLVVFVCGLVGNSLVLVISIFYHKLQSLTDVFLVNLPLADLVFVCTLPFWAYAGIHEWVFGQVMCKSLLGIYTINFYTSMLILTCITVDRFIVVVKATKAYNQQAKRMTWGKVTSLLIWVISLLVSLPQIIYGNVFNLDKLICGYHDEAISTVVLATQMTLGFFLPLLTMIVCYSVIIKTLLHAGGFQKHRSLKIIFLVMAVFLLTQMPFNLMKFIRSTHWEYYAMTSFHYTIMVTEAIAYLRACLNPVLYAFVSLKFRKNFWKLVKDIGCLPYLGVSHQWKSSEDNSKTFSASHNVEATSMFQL
APJ ag = activates the human apelin receptor APJ; P35414; CHO-K1 APJ PathHunter beta-arrestin, luminescence; 0% DMSO wells, 100% apelin; activation, % at 20 µM; hit rate 0.11% among 330,000;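 active means activation more than six SD over the plate average, tested at 20 µM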;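 further: 0% = DMSO alone and 100% = apelin-13 at 10 nM; some results filed as inactive read as strong as hits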
Target sequence (P35414 whole entry, looked up): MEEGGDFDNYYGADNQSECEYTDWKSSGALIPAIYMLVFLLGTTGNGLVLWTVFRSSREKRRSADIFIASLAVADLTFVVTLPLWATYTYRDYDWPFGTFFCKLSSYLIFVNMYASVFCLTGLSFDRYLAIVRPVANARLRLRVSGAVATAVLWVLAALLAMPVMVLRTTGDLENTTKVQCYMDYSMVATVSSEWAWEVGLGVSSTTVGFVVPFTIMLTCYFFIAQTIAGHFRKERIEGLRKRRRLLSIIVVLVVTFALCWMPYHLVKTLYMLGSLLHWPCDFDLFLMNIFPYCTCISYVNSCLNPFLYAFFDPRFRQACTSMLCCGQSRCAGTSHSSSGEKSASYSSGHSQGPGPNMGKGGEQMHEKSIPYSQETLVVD
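Test system – PathHunter CHO-K1 APJ (AGTRL-1) beta-arrestin reporter cells · Input – 1000 cells/well · Compound – single test compound dose, 20 µM final, 1% DMSO · Times – compound stimulation 90 min at 25 °C, detection 60 min · Technique – beta-gal luminescence · Read-out basis – APJ–arrestin association signal · Control set – negative DMSO alone, positive Apelin-13 at 10 nM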
UPR XBP1 act = activators of adaptive arm of unfolded protein response (XBP1). CHO-XBP1 luciferase reporter, IRE1-XBP1 UPR activation, luminescence; percent of tunicamycin response, DMSO as zero. activation, % at 20 µM. hit rate 0.33% among 330,000;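 active means versus positive control, 20 µM dose yields 30% or more activation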;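 further: 100% = tunicamycin at 10 µg/mL and 0% = DMSO only wells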
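Test system: CHO-XBP1 luciferase reporter cells | Buffer or medium: Serum-containing F12 medium, 10% FBS | Schedule: 6 h compound exposure at 37 °C, 5% CO2 | Detection: Steady-Glo luciferase glow luminescence, 10 min after reagent addition | Read-out basis: Activation, % of tunicamycin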
Mdm2-MdmX inh = human Mdm2/MdmX binding inhibition. inhibition, % at 8 µM. AID 485346. O15151+Q00987. hit rate 3% among 330,000. SaOS-2 split-luciferase Mdm2/MdmX complementation, luminescence;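 active means inhibition of at least 50% at 8 µM in the primary screen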
APJ antag = antagonists of human APJ apelin receptor; P35414; hit rate 0.32% among 330,000; CHO-K1 APJ beta-arrestin complementation, luminescence; inhibition, % at 20 µM;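 active means inhibition above about 40% at 20 µM, limit read from the data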;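 further: cells challenged with 10 nM apelin-13 agonist together with compound; plate controls were apelin-13 plus DMSO wells for no effect and DMSO wells lacking apelin-13 for full effect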
EBI2 antag = EBI2 (human) antagonism; EBI2 beta-arrestin recruitment, luminescence, 7a,25-OHC stimulated; hit rate 0.81% among 360,000; P32249; AID 651636; inhibition, % at 5 µM; in the data active means inhibition above about 38%;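 further: enzyme fragment complementation signal reports receptor beta-arrestin coupling in cells; 0% = agonist plus DMSO wells and 100% = wells without agonist; some results beyond the cut were filed as inactive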
CCR6 antagonist = blocks CCL20-driven beta-arrestin recruitment at human CCR6. P51684. CHO-K1 CCR6 PathHunter beta-arrestin, luminescence, CCL20-stimulated. inhibition, % at 20 µM. hit rate 0.49% among 340,000. AID 493098;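 active means compounds whose inhibition of the agonist-driven luminescence signal at 20 µM reaches about 50%, limit read from the data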;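 further: cells stimulated with CCL20 at 14 nM final; plate controls were DMSO with CCL20 for no effect and DMSO without agonist for full effect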
tim23-1 inh = growth inhibitors of tim23-1 mutant yeast; S. cerevisiae tim23-1 growth, BacTiter-Glo luminescence, 24 h; inhibition, % at 20 µM; hit rate 1.3% among 330,000; AID 463212;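 active means growth inhibition of the mutant yeast at or above 50%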;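 further: temperature-sensitive mutant grown at 25 °C; plate controls were DMSO-treated mutant yeast for no effect and medium wells lacking yeast for full effect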
CHOP UPR activ = apoptotic UPR (CHOP) activation | CHO-CHOP luciferase reporter, luminescence; percent of tunicamycin response over DMSO baseline | activation, % at 10 µM | hit rate 0.34% among 330,000 | AID 449763;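 active means at 10 µM dose, activation of 40% or more, normalized to positive control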;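 further: 100% = tunicamycin at 10 µg/mL and 0% = DMSO alone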
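Assay system: CHO cells with stable CHOP pathway luciferase reporter; Buffer or medium: F12 plus 10% serum; Times: 16-18 h cell attachment, then 6 h compound exposure, 37 °C; Signal: luciferase luminescence; Read-out basis: percent activation relative to tunicamycin control; Control set: tunicamycin high control, DMSO low control.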
* = called active by the depositor; nt = not tested or not shown. This is a subset; rates above refer to the full screens.

1. Cc1ccc(NCc2ccc(O)c3ncccc23)cc1C
2. Nc1ccn(Cc2cccc(Cl)c2)n1
3. Cc1c(C)n(CCCN(C)C)c2ncnc(Nc3ccc(F)cc3)c12
4. Cc1cccc(N2CC(C(=O)Nc3nnc(SCC(=O)N4CCOCC4)s3)CC2=O)c1 (stereo not given)
5. O=C(NCCN1CCOCC1)c1ccccc1[N+](=O)[O-]
6. COc1ccc(-c2cc(C)no2)cc1S(=O)(=O)NCCCN1CCCCCC1

Assay by compound | 1 | 2 | 3 | 4 | 5 | 6
CXCR6 block | -3 | 2 | -1 | 0 | -5 | 3
APJ ag | -4 | -1 | -2 | -4 | -5 | -5
UPR XBP1 act | 6 | -4 | -2 | -1 | 0 | 0
Mdm2-MdmX inh | 78* | 6 | 7 | 9 | -17 | 27
APJ antag | -8 | -7 | -4 | 10 | 6 | -9
EBI2 antag | -1 | -2 | 6 | -3 | -3 | 1
CCR6 antagonist | -14 | -17 | 9 | -27 | 10 | 4
tim23-1 inh | -5 | 15 | 19 | 6 | 17 | 12
CHOP UPR activ | 2.2 | 2.3 | 2.2 | 0.0 | 0.3 | -1.4

7. C=CCC1(Cl)C(=O)C(Cl)=C(N2CCN(C)CC2)C1(OC)OC (stereo not given)
8. CCn1c(C)c2c([n+]1CC)CC(C)(C)CC2=O
9. O=C(NCCN1CCOCC1)c1cc(-c2ccccc2)on1
10. O=C(NNC(=O)c1ccc(-c2ccccc2)cc1)c1ccccc1
11. O=C(Nc1c[nH]c(=O)[nH]c1=O)c1ccccc1Cl
12. CCN(CC)C(=O)c1cccc(NC(=O)c2cc(-c3ccccn3)nc3ccccc23)c1

Assay by compound | 7 | 8 | 9 | 10 | 11 | 12
CXCR6 block | -7 | 16 | -4 | -10 | -3 | 1
APJ ag | 0 | -5 | -2 | 5 | -1 | -2
UPR XBP1 act | -1 | -2 | 5 | -2 | -3 | -2
Mdm2-MdmX inh | 1 | 1 | -27 | -63 | 28 | 29
APJ antag | 5 | 5 | 8 | -9 | -16 | 5
EBI2 antag | -8 | 0 | -11 | -7 | -11 | 0
CCR6 antagonist | 5 | -7 | 2 | 5 | 15 | 5
tim23-1 inh | 8 | -11 | 12 | 8 | -6 | 15
CHOP UPR activ | 2.3 | 0.8 | 0.6 | 5.9 | 0.6 | 0.2

13. Cc1nn(CC(C)C(=O)N2CCN(S(=O)(=O)c3ccc(Cl)cc3)CC2)c(C)c1C (stereo not given)
14. COc1ccc(NC(=O)C2=CCN(S(=O)(=O)c3ccccc3)CC2)cc1OC
15. Cc1cccc(N2CCN(C(=O)c3ccc(CNc4c(N5CCC(C)CC5)c(=O)c4=O)cc3)CC2C)c1 (stereo not given)
16. Cc1cc(-c2ccn[nH]2)c(C)s1
17. COc1nc(-c2ccccc2)c2cc(Br)ccc2n1
18. CC(=O)Oc1ccc2nc(-c3ccc(Br)o3)oc(=O)c2c1

Assay by compound | 13 | 14 | 15 | 16 | 17 | 18
CXCR6 block | 3 | -5 | -1 | -4 | 0 | 1
APJ ag | 2 | -3 | 1 | 0 | -1 | -3
UPR XBP1 act | -5 | -1 | -2 | 2 | 0 | -3
Mdm2-MdmX inh | -1 | 17 | 32 | 11 | 23 | 18
APJ antag | 2 | -8 | -13 | -7 | 0 | 5
EBI2 antag | 6 | -6 | 2 | -7 | -4 | -4
CCR6 antagonist | 0 | -9 | 2 | -6 | 12 | 17
tim23-1 inh | 25 | 2 | 8 | 6 | 22 | 38
CHOP UPR activ | 0.9 | 1.8 | -2.0 | 1.1 | 0.8 | -1.0

19. Cc1nnc(Nc2ccc3c(c2)OCO3)c2ccccc12
20. O=C1NCCCC1C(=O)N/N=C/c1cccc(Cl)c1 (stereo not given)
21. COc1ccc(/C=N/NC(=O)CNS(=O)(=O)c2ccccc2)cc1
22. C=CC[C@@H](Cc1ccc(F)cc1)C(=O)OC[C@H]1CCCN1C(=O)[C@H](CC=C)CC(=O)NCCO
23. COC(CNS(=O)(=O)c1ccc(S(=O)(=O)N2CCCC2)cc1)OC
24. CCCNC(=O)CSC1=N/C(=C/c2ccc(F)cc2)C(=O)N1CC

Assay by compound | 19 | 20 | 21 | 22 | 23 | 24
CXCR6 block | 6 | -2 | 1 | 6 | -5 | -4
APJ ag | -4 | 0 | -4 | -2 | -2 | 0
UPR XBP1 act | 8 | 0 | -2 | 1 | 0 | 1
Mdm2-MdmX inh | -43 | 22 | -10 | 8 | 22 | -44
APJ antag | -11 | 8 | -10 | 11 | -7 | 8
EBI2 antag | 14 | 0 | 1 | -4 | 4 | -7
CCR6 antagonist | -1 | -10 | 8 | 1 | 3 | 15
tim23-1 inh | -2 | 0 | -5 | 2 | 4 | 1
CHOP UPR activ | 4.7 | 0.3 | -1.8 | 0.6 | -0.8 | 0.0

25. CC1CCN(S(=O)(=O)N2CCC(C(=O)NCCc3ccccc3)CC2)CC1
26. CC1(OC(=O)CCc2ccccc2)C(=O)C=C2C=C(c3ccc(C#N)cc3)N(Cc3ccco3)C=C2C1=O (stereo not given)
27. O=C(Nc1ccc(Br)cc1Cl)c1ccc2c(=O)n3c(nc2c1)CCC3
28. CCOC(=O)c1ccc(NC(=S)NCc2cccnc2)cc1
29. O=C(/C=C/c1ccccc1)N1CCN(C(=O)c2ccco2)CC1
30. CCOc1ccc(NC(=O)C2CCC(CNc3c(N4CCC(C)CC4)c(=O)c3=O)CC2)cc1 (stereo not given)

Assay by compound | 25 | 26 | 27 | 28 | 29 | 30
CXCR6 block | 10 | -7 | -1 | 7 | 1 | -10
APJ ag | 0 | 13 | -6 | -2 | -1 | -4
UPR XBP1 act | 0 | 2 | 8 | 0 | 0 | -1
Mdm2-MdmX inh | -12 | -35 | -65 | 15 | -29 | 16
APJ antag | 13 | -103 | -2 | -8 | -11 | -12
EBI2 antag | 3 | -18 | 3 | -1 | 63* | 0
CCR6 antagonist | 11 | 8 | -2 | 0 | 5 | 7
tim23-1 inh | 8 | 8 | 13 | -11 | 23 | -6
CHOP UPR activ | -1.4 | 6.7 | 4.8 | 0.9 | 0.0 | -0.3

31. Cc1cc(C(=O)CN2C(=O)NC3(CCCCCC3)C2=O)c(C)n1C
32. OCC[C@H]1C[C@@H](O)[C@H](O)[C@]2(Cc3ccccc3O2)O1
33. O=C(CNC(=O)c1ccc(Cl)cc1Cl)NCC(=O)Nc1ccccc1N1CCOCC1
34. O=C1CN(C(=O)c2ccccc2)C(c2ccccc2)c2cc(F)ccc2N1 (stereo not given)
35. CCN(CC)C(=O)c1ccc2nc(-c3ccccc3)c(-c3ccccc3)nc2c1
36. CNC(=O)c1c(N)sc2c1CCCCC2

Assay by compound | 31 | 32 | 33 | 34 | 35 | 36
CXCR6 block | 2 | -4 | 1 | -6 | 7 | nt
APJ ag | 5 | 1 | -2 | -3 | -2 | 2
UPR XBP1 act | 0 | -1 | 0 | 2 | 2 | -6
Mdm2-MdmX inh | 10 | 40 | -8 | 24 | 5 | -27
APJ antag | 7 | 0 | 5 | 2 | 0 | -5
EBI2 antag | -1 | -1 | -2 | -7 | 3 | nt
CCR6 antagonist | 6 | 4 | -4 | 1 | 13 | nt
tim23-1 inh | 7 | -2 | 4 | 19 | 24 | 18
CHOP UPR activ | 3.6 | -2.8 | 1.7 | -0.2 | 1.7 | 1.8

37. CN1CCc2c(C#N)c(N3CCCCC3)nc(N3CCOCC3)c2C1
38. Cc1cccc(C)c1NC(=O)Cn1nnc(-c2ccc(CN3CCC(C)CC3)cc2)n1
39. COc1ccc(NC(=O)CCCn2cnc3ccccc3c2=O)cc1
40. C=CCNC(=O)CCCCC(=O)NCC=C
41. COc1ccc(C2N3CC4(C)CN2CC(C)(C3)C4)cc1OC (stereo not given)
42. O=C(O)c1cccnc1SC1CC(=O)N(Cc2ccccc2)C1=O (stereo not given)

Assay by compound | 37 | 38 | 39 | 40 | 41 | 42
CXCR6 block | nt | 7 | -6 | -1 | 0 | 2
APJ ag | -1 | -2 | -2 | -2 | 0 | -1
UPR XBP1 act | -3 | 0 | 5 | -1 | -1 | -1
Mdm2-MdmX inh | 26 | 30 | 17 | -11 | 3 | 14
APJ antag | 6 | 3 | 6 | 18 | -12 | 8
EBI2 antag | nt | -5 | -1 | -11 | 1 | 3
CCR6 antagonist | 6 | 7 | -3 | 0 | 9 | 2
tim23-1 inh | -7 | 5 | 7 | 2 | -3 | 3
CHOP UPR activ | -1.0 | -1.5 | -0.6 | 2.2 | -3.4 | -1.9

43. CN(C(=O)CSc1cccc[n+]1[O-])C1CCCCC1
44. Cc1nn2c(CN(C(=O)COc3ccccc3)c3ccccc3)nnc2c2ccccc12
45. CCC(C)N1C(=O)CCC1C(=O)N1CCN(c2ccccc2F)CC1 (stereo not given)
46. CCc1ccc(C(=O)COC(=O)c2cnc(C)cn2)cc1
47. CN(c1ccc(C(=O)N2CCOCC2)cc1)S(C)(=O)=O
48. CCOc1ccc(-n2cc(-c3ccccc3)c3c(=O)[nH]cnc32)cc1
49. O=C(Nc1ccc(F)cc1)c1cccc(NC(=O)C2C3CC4OC(=O)C2C4C3)c1 (stereo not given)
50. CCOC(=O)N1CCN(c2c(N3CCN(c4cccc(C(F)(F)F)c4)CC3)c(=O)c2=O)CC1
51. CCN(CC)CCNC(=O)C(=O)Nc1ccc(C(=O)OC)cc1

Assay by compound | 43 | 44 | 45 | 46 | 47 | 48 | 49 | 50 | 51
CXCR6 block | -5 | 2 | 5 | 2 | -3 | 12 | 0 | -1 | -3
APJ ag | -1 | -3 | -4 | 2 | -5 | -2 | -3 | -2 | -3
UPR XBP1 act | 0 | -1 | 0 | 1 | 2 | -4 | 1 | -2 | 0
Mdm2-MdmX inh | 21 | 15 | 11 | 1 | 12 | 18 | 10 | 17 | 17
APJ antag | 10 | -6 | 9 | 0 | -8 | 4 | -15 | 21 | -2
EBI2 antag | 2 | 12 | -10 | 5 | 1 | 24 | 4 | -4 | -10
CCR6 antagonist | -8 | -7 | 4 | 15 | 11 | 2 | -3 | 0 | 7
tim23-1 inh | -2 | 20 | -10 | 20 | -4 | 38 | 1 | -8 | 5
CHOP UPR activ | 2.2 | 0.2 | -0.8 | -0.3 | 1.8 | -0.1 | 1.1 | -2.5 | 1.7

Screening data deposited in PubChem by Sanford-Burnham Center for Chemical Genomics.
